BRCA1 expr act: qHTS Assay to Identify Small Molecule Activators of BRCA1 Expression. MCF7-BRCA1-FFLuc reporter, luminescence, 48 h; response scale: scaled: vehicle 0%, 10 µM genistein 100%. Potency, µM (titrated, usually from 46.1 µM), for inactives: top-dose activation, usual class: activators. 380,000 compounds, 1.1% hits. AID 624202, 2012; active = well fitted activation curve with a large enough effect; inconclusive = small, poorly fitted or top-dose-only effect; inactive = no such curve, though single readings can be large or run the other way; note: nearly all actives have a fitted effect of over 80% in size; some results filed as inactive show a strong effect at the top dose
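Using MCF7 cells harboring a BRCA1 firefly luciferase reporter, plated 2 h before compound pinning, the screen measured luminescence after 48 h incubation. Responses were normalized to DMSO and 10 microM genistein, then fitted for concentration-effect.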
* marks the source's active call; other numbers are inactive results; ? = inconclusive; [ ] = remark or other dose. Potency is the fitted concentration of half-maximal effect. Only part of the results is shown; rates above refer to the full screens.

SMILES,BRCA1 expr act
C[C@@H]1CN([C@H](C)CO)C(=O)CCCn2cc(nn2)CO[C@H]1CN(C)C(=O)Nc1ccc(-c2cccs2)cc1,1%
COc1ccc(C2C(=O)NN=C2C)cc1 (stereo unspecified),30%
CC(C)C[C@H]1COc2cc(Br)ccc2S(=O)(=O)N1,2%
O=C(O)COc1ccc(NC(=O)c2cccs2)cc1,-16%
O=C(C[n+]1csc2ccccc21)c1ccc(I)cc1,-20%
CCOC(=O)C1(C)CCCCN1C(=O)c1ccc(N(C)C)cc1 (stereo unspecified),8%
COC(=O)c1cnc(Nc2nc(C(N)c3ccccc3Cl)cs2)nc1C(F)(F)F (stereo unspecified),-13%
Cc1ccc(S(=O)(=O)N(CC(=O)NC2CC3CCC2C3)c2ccccc2)cc1 (stereo unspecified),-17%
CC(C)(C)C1CCC(CN2CCC(CN3C(=O)C(=O)NC[C@@H]3Cc3ccccc3)CC2)CC1 (stereo partly specified),1%
Nc1ccn([C@@H]2O[C@H](CNCc3cc(Cl)ccc3OCc3ccc(Cl)cc3)[C@@H](O)[C@H]2O)c(=O)n1,3%
Cc1ccccc1C(=O)N1[C@@H](C(C)C)COc2cc(Br)ccc2S1(=O)=O,-28%
CS(=O)(=O)Nc1ccc2c(c1)[C@@H]1C[C@@H](CC(=O)NCc3cccnc3)O[C@H](CO)[C@@H]1O2,5%
CC(C)(C)OC(=O)N1CCCC(C(=O)Nc2ccc(C(=O)NC3CC3)cc2)C1 (stereo unspecified),-9%
CC(C)CN(C(=O)Cn1nnc(-c2ccc(Cl)cc2)n1)C1CCS(=O)(=O)C1 (stereo unspecified),-4%
C[C@H](CO)N1C[C@H](C)[C@@H](CN(C)Cc2ccc(Cl)c(Cl)c2)OCc2cnnn2CCCC1=O,-22%
COc1ccc(CC(=O)Nc2cc(C)ccn2)cc1OC,8%
Cc1ccc(NC2CNC(=O)NC2=O)cc1C (stereo unspecified),-7%
CSc1n[nH]c(-c2ccco2)n1,5%
CCCCc1c(-c2cccc(Br)c2)ncn1CCc1ccccc1OC,0%
CCOC(=O)C1(C)CCN1C(=O)c1ccc(OC)cc1 (stereo unspecified),13%
O=S1(=O)N[C@@H](Cc2ccccc2)COc2cc(N3CCSCC3)ccc21,12%
CC(C)CC1C(=O)N(Cc2cn(Cc3ccco3)nn2)CCS(=O)(=O)N1Cc1ccc(-c2cccc(CO)c2)cc1 (stereo unspecified),-40%
CCC/C(=N/NC(=O)c1nnn(-c2nonc2N)c1CN1CCCCC1)c1ccccc1,-3%
Cc1ccc(C)c(OCC(=O)N/N=C/c2ccc(N3CCOCC3)cc2)c1,-23%
CC(=O)OCC1OC(COC(C)=O)(c2ccc(C)cc2)C(OC(C)=O)C1OC(C)=O (stereo unspecified),10%
Cc1ccc2c(c1)CCC2=O,0%
COCOCCn1cc(CN2CCS(=O)(=O)N(Cc3ccc(-c4ccc(OC)nc4)cc3)C(C)C2=O)nn1 (stereo unspecified),0%
CC(=O)c1nn(-c2ccccc2)cc1C(=O)c1ccc(C)cc1,0%
N#Cc1ccc(-c2nc3ccc(Cl)cn3c2Cc2ccsc2)cc1,25%
COC(=O)c1ccc(C2=NOC(C)(c3nnc(-c4cccc(Cl)c4)o3)C2)cc1 (stereo unspecified),-1%
O=C(c1ccccc1)C(CCc1ccccn1)CCc1ccccn1,?
Cc1ccc(CSc2nnc(-c3ccccn3)n2Cc2cccs2)cc1,-49%
COCCCN(Cc1cc(OC)c(OC)c(OC)c1)C(=S)Nc1cccc(SC)c1,0%
Cc1c(C(=O)/C=C/c2ccccc2F)c2cc(O)ccc2n1C,18%
O=C1C=CC(=O)N1c1ccc(-c2nc3ccccc3o2)cc1,-26%
CSc1cccc(NC(=O)C2CCCN(S(C)(=O)=O)C2)c1 (stereo unspecified),-14%
CC1(Cc2ccccc2C#N)C(=O)Nc2ccc(OC(F)(F)F)cc21 (stereo unspecified),-6%
CC(C)C[C@@H](CN1CCCC1CN1C(=S)NC[C@@H]1Cc1ccccc1)N1C[C@H](Cc2ccc(O)cc2)N(CC2CCCCC2)C1=S (stereo partly specified),-45%
CCCCC[C@H](C)N1C[C@@H](COCc2ccccc2)Oc2cc(N3CCC[C@H]3COC)ccc2S1(=O)=O,-14%
Nc1cc2c(cc1Cl)-c1ccccc1C2=NO,?
Cc1ccc(OCc2cc(C(=O)N(C)C3CCCc4ccccc43)no2)cc1C (stereo unspecified),21%
O=C(N/N=C/c1ccc(OC(=O)c2ccco2)cc1)c1ccc[n+]([O-])c1,5%
CN(C)c1ccc(-c2[nH][nH]c(=O)c2NC(=O)c2ccc3ccccc3n2)cc1,-34%
COCCCN1C(=O)C(CC(=O)NCC2CCCCC2)CC(C(=O)N2CCOCC2)=C1C (stereo unspecified),9%
COc1ccc(C(=O)N2CCN(c3nc4cc(C)cc(C)c4cc3C#N)CC2)cc1,-31%
Cc1ccc(S(=O)(=O)N(C)c2ccc(OCC(=O)Nc3ccc(S(C)(=O)=O)cc3)cc2)cc1,-12%
COc1cccc(-c2cccc3c2NC(=O)C3(C)Cc2cccc(F)c2)c1 (stereo unspecified),-24%
O=C(Nc1ccn(CCCN(CCCn2ccc(NC(=O)OCc3ccccc3)nc2=O)CCc2cc3ccccc3[nH]2)c(=O)n1)OCc1ccccc1,-57%
Nc1ccc2ccccc2c1N=Nc1ccccc1,3%
COc1cc2nc(N3CCN(C)CC3)nc(NC3CCN(C)CC3)c2cc1OC,17%

The list continues:
SMILES,BRCA1 expr act
COc1cccc(-c2cc(C(=O)NC3CCCC3)c3ccccc3n2)c1,-38%
O=C(NC1CC1(c1ccccc1)c1ccccc1)c1ccccc1 (stereo unspecified),-34%
Cn1cc(C2OC(=O)c3ccccc32)c2ccccc21 (stereo unspecified),-57%
CCCN1CNc2c(c(=O)[nH]c(=S)n2CCC(C)C)C1,18%
O=C(NNc1ccccc1)c1ccccc1,-25%
N#Cc1ccc(-n2nnc3ccccc3c2=O)c([N+](=O)[O-])c1,-26%
O=C(CC1Sc2ccccc2NC1=O)NNc1cccc(Cl)c1Cl (stereo unspecified),-63%
COCCNC(=O)C1CCCN(Cc2ccc(Cl)cc2)CC1 (stereo unspecified),-4%
Cc1ccc(S(=O)(=O)N2CCN(C(=O)COC(=O)COc3ccc(Cl)cc3)CC2)c(C)c1,2%
COc1ccc(CCNC(=O)C(=O)c2cn(CC(=O)N3CCCC3)c3ccccc23)cc1OC,1%
CNc1nc(NCc2ccccc2)c2sccc2n1,-16%
Cc1ccc([C@H]2C[C@H](O)[C@@H](n3cc(-c4ccc(F)cc4)nn3)CN2C(=O)c2cccs2)cc1,-70%
CCN(CC(=O)Nc1ccc(OC)cc1)C(=O)c1cccc(S(=O)(=O)N2CCN(c3ccccc3)CC2)c1,-48%
C[C@H]1CN([C@@H](C)CO)S(=O)(=O)c2ccc(-c3cccc(F)c3)cc2O[C@@H]1CN(C)C,16%
Cc1cccc(-c2nnc(-c3cccc4ccccc34)o2)c1,-12%
Cn1c(=O)[nH]c2c(c1=O)CCO2,-4%
CC1(C(=O)NS(=O)(=O)c2ccccc2C(F)(F)F)CCN1C(=O)C1CCCCC1 (stereo unspecified),-1%
Cc1ccc(CN(N=Nc2nonc2N)c2nonc2N)c(C)c1,-35%
O=S(=O)(c1ccccc1)N1CCN(Cc2ccccc2)c2ccccc21,-11%
Nc1ncnc2c1nc(Sc1ccc(Cl)cc1)n2[C@H]1OC2COP(=O)(O)O[C@H]2[C@@H]1O (stereo partly specified),0%

Some of the entries above in a different format.
CCN(CC(=O)Nc1ccc(OC)cc1)C(=O)c1cccc(S(=O)(=O)N2CCN(c3ccccc3)CC2)c1
  BRCA1 expr act = -48%
C[C@H]1CN([C@@H](C)CO)S(=O)(=O)c2ccc(-c3cccc(F)c3)cc2O[C@@H]1CN(C)C
  BRCA1 expr act = 16%
Cc1cccc(-c2nnc(-c3cccc4ccccc34)o2)c1
  BRCA1 expr act = -12%
Cn1c(=O)[nH]c2c(c1=O)CCO2
  BRCA1 expr act = -4%

(next part)
SMILES,BRCA1 expr act
CC1=CC(C)(C)NC(=S)N1c1ccc(N(C)C)cc1,11%
Nc1ccn([C@@H]2O[C@H](C(=O)NCC(F)(F)F)[C@@H](O)[C@H]2O)c(=O)n1,7%
CCc1nc2c(OCCC3CCCCC3)cccn2c1N(C)C(=O)C(C)C,-31%
Nc1[nH]c(C(=O)c2ccccc2)c(-c2ccc(Br)cc2)c1C(=O)c1ccc(Br)cc1,6%
CN(C)/[N+]([O-])=N\Oc1cc(OC(=O)c2ccc(N)cc2)c([N+](=O)[O-])cc1[N+](=O)[O-],-7%
CCCS(=O)(=O)NC(=O)C1(C)CCCN(C(=O)c2c(C)noc2C)C1 (stereo unspecified),39%
COCCCNC(=O)/C=C/[C@H]1O[C@@H](n2cnc3c(NC(=O)c4ccccc4)ncnc32)[C@H](O)[C@@H]1O,9%
Cc1ccccc1-c1csc(C(O)c2cccnc2)n1 (stereo unspecified),8%
Cn1c(=O)c2[nH]c(SCCN3CCOCC3)nc2n(C)c1=S,-6%
O=C(c1[nH]c(C(F)(F)F)nc1-c1ccccc1)N1CCN(C(=O)C2CCCO2)CC1 (stereo unspecified),12%
C[C@H]1CN([C@@H](C)CO)C(=O)CCCn2nncc2CO[C@@H]1CN(C)Cc1cccc(C(=O)O)c1,0%
O=C1NC(=O)C(=Cc2ccccc2)N1,6%
COc1ccccc1-c1ccc([C@@H]2C[C@H]3[C@H](CON3C)CN2C(=O)c2ccco2)cc1,-19%
COc1cccc(-c2ccc(NC(=O)C3CCCN(Cc4ccccn4)C3)cc2)c1 (stereo unspecified),88%
COCC1CCN(C(=O)c2ccc3nc(Cc4cccc(Cl)c4)oc3c2)CC1,12%
Cc1ccc([C@H]2C[C@@H](n3cc(COC(=O)c4ccccc4)nn3)[C@H](O)CN2CC2CCCCC2)cc1,0%
CCCS(=O)(=O)NC(=O)C1(C)CCCN(C(=O)c2ccco2)C1 (stereo unspecified),9%
COc1cccc(CNC(=S)Nc2ccc3c(c2)c(=O)n(C)n3Cc2ccccc2)c1,2%
CC1=C(C(=O)N(C(C)C)C(C)C)CC(CC(=O)NCc2cccs2)C(=O)N1Cc1ccc(C(C)(C)C)cc1 (stereo unspecified),-42%
O=C(O)c1cccc(-c2csc(C(O)(c3ccccc3)C(F)(F)F)n2)c1 (stereo unspecified),26%
O=C1NC[C@H](Cc2ccc(O)cc2)N(C[C@@H]2CCCN2C[C@H](Cc2ccccc2)N2C[C@H](Cc3ccccc3)N(CC3CCCCC3)C(=O)C2=O)C1=O,-8%
C/C=C(\C)NNC(=O)Cc1ccc(OC)cc1,-5%
COC(=O)c1sc(NC(=O)c2ccc(OC)cc2OC)nc1C,-76%[inhibitor]
O=C1NC[C@H](CCCCN2C[C@H](Cc3ccc(O)cc3)N(CCc3ccc(O)cc3)C(=O)C2=O)N(CCc2ccc(O)cc2)C1=O,30%
O=C(NCc1nnnn1-c1ccc(F)cc1)C(=O)c1c[nH]c2ccccc12,-18%
CC(=O)c1ccc(N2CCN(C(=O)c3ccccc3SCC(=O)NCc3ccco3)CC2)c(F)c1,-21%
O=C(Cn1ccc(=O)[nH]c1=O)c1ccc([N+](=O)[O-])o1,-53%
COC(=O)C1=C(C)N(CCc2cc(OC)c(OC)c(OC)c2)C(=O)N[C@H]1c1ccccc1,15%
COc1cccc(-c2cnc(C(O)c3ccc(Cl)c(Cl)c3)[nH]2)c1 (stereo unspecified),-15%
N#Cc1ccccc1S(=O)(=O)N1CCN(Cc2cc3c(cc2Br)OCCO3)CC1,-36%

Ordered by length of the SMILES (descending): part of the list above
SMILES,BRCA1 expr act
COc1ccc(CCNC(=O)C(=O)c2cn(CC(=O)N3CCCC3)c3ccccc23)cc1OC,1%
CC1(C(=O)NS(=O)(=O)c2ccccc2C(F)(F)F)CCN1C(=O)C1CCCCC1 (stereo unspecified),-1%
COC(=O)c1ccc(C2=NOC(C)(c3nnc(-c4cccc(Cl)c4)o3)C2)cc1 (stereo unspecified),-1%

(next part)
SMILES,BRCA1 expr act
N#C/C(C(N)=O)=C1/CCCN1Cc1ccccc1,0%
CC(=O)Nc1ccc(/C=C/c2ccnc3ccccc23)cc1,18%
Nc1ncnc2c1ncn2C1CCCC(CO)O1 (stereo unspecified),-3%
COc1cc(NC(=S)NN2CCOCC2)cc(OC)c1,13%
C[C@@H]1CN([C@@H](C)CO)C(=O)CCCn2nncc2CO[C@@H]1CN(C)S(=O)(=O)c1ccccc1F,8%
CCN1CCN(c2ccc(S(=O)(=O)N3CCOCC3)cc2NC(=O)C2CCC(C(C)(C)C)CC2)CC1 (stereo unspecified),-49%
O=C(NCc1ccccc1)C1Nc2ccc(OC(F)(F)F)cc2C2C=CCC12 (stereo unspecified),-25%
O=C1C2CCCCN2C(=O)N1CCCN1CCN(c2cccc(C(F)(F)F)c2)CC1 (stereo unspecified),-3%
COCCNC(=O)C1CCCN(C(=O)Cc2ccc(F)cc2)CC1 (stereo unspecified),0%
CCC/C=C/c1ccc(CN2C(CC(C)C)C(=O)N(Cc3cn(CC4CCCCC4)nn3)CCS2(=O)=O)cc1 (stereo unspecified),-57%
c1ccc(-c2cc3nc(NCC4CC4)nc(NCC4CCCCC4)c3s2)cc1,-66%
